ATXN viability: Viability Counterscreen for Primary qHTS for Inhibitors of ATXN expression; Potency, µM (highest dose often 56.7 µM), usual class: cytotoxic; AID 651635, 2014; hit rate 0.49% among 400,000; S2 cells (HEK-293 line with an ATXN2-luciferase reporter) viability, CellTiter-Fluor protease fluorescence, 24 h; further: potency means the concentration at half of the fitted maximal effect; nearly all actives have a fitted effect of over 40% in size
HT1080 IDH1KD tx: qHTS for induction of synthetic lethality in tumor cells producing 2HG: qHTS for the HT-1080-IDH1KD cell line. HT-1080 IDH1 knockdown viability, ATP luminescence, 48 h. Potency, µM (doses to about 46.1 µM), for inactives: top-dose activity, negative = toxicity, most hits filed as cytotoxic. hit rate 2% among 360,000. AID 686971, 2013;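 further: potency means the concentration at half of the fitted maximal effect; 0% = DMSO wells and -100% = cell-free medium wells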
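HT-1080-IDH1KD cells (IDH1 knocked down), 750/well in RPMI with 5% FBS, treated with compound 48 h at 37 degrees C. Viability by CellTiter-Glo luminescence, normalised to DMSO and no-cell wells; concentration-response curves classed.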
SW480 rereplic: A quantitative high throughput screen for small molecules that induce DNA re-replication in SW480 colon adenocarcinoma cells. SW480 DNA re-replication, Hoechst DNA content imaging, 48 h. Potency, µM (top dose mostly 46.1 µM), for the others: top-dose re-replication activation, hits mostly activators. hit rate 1.8% among 340,000; further: potency means the concentration at half of the fitted maximal effect; % of control where 0% means no effect; nearly all actives have a fitted effect of over 55% in size
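Image-based read-out: total Hoechst fluorescence of nuclei (405 nm excitation, 500-530 nm emission), with hits raising the fraction of high-intensity nuclei. SW480 colon cells incubated 48 hr with compounds at 37 C.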
ATXN2 expr inh: Primary qHTS for Inhibitors of ATXN expression; HEK-293 ATXN2-luciferase reporter, luminescence, 24 h; Potency, µM (titrated, usually from 57 µM), for inactives: at the top dose activity change, negative = inhibition, usual class: inhibitors; hit rate 0.72% among 360,000; further: potency means the concentration at half of the fitted maximal effect; on the % scale 0 is the no-effect control and ±100 the full control effect; nearly all actives have a fitted effect of over 55% in size
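ATXN2-luciferase reporter cells (luciferase flanked by upstream and downstream ATXN2 gene portions) were treated 24 h at 37 °C with compounds at up to 57 uM. SteadyGlo luminescence gave expression; GF-AFC fluorescence gave viability.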
HT1080-NT tox: qHTS for induction of synthetic lethality in tumor cells producing 2HG: qHTS for the HT-1080-NT fibrosarcoma cell line | Potency, µM (series often up to 46.1 µM), for inactives: at the top dose activity, negative = less viability, actives largely listed as cytotoxic | hit rate 1.6% among 360,000 | HT-1080-NT fibrosarcoma viability, CellTiter-Glo ATP luminescence, 48 h;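 further: NT is the 2HG producing partner of a matched IDH1 knockdown line; potency means the concentration at half of the fitted maximal effect; 0% = DMSO-treated cells and -100% = media-only wells without cells; nearly all actives have a fitted effect of over 55% in size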
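Compounds were tested in concentration-response format on HT-1080-NT cells for 48 hours at 37 degrees C. Cell viability came from CellTiter-Glo luminescence; curves were classified by r2, response magnitude and activity.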
HepG2 viability: qHTS for Inhibitors of TGF-b: Cytotox Counterscreen; HepG2 CAGA-GFP viability, ATP luminescence, 18 h; hit rate 0.76% among 410,000; Potency, µM (top dose mostly 46.1 µM), for inactives: at the highest dose activity change, negative = cytotoxicity, actives largely listed as cytotoxic; further: potency means the concentration at half of the fitted maximal effect; some results filed as inactive show a strong effect at the top dose
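HepG2 CAGA-GFP cells (1000/well, DMEM with 1% FBS) received compound, then TGF-beta at 500 pg/mL final, and were incubated 18 hours at 37 degrees C. Viability was read by CellTiter-Glo luminescence. Media-only wells were set as complete cell-killing and DMSO as no toxicity.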
KB-3-1 cytotox: qHTS assay for MDR1-selective chemotherapeutics: Primary screen using the parental adenocarcinoma cell KB-3-1 | KB-3-1 viability, CellTiter-Glo ATP luminescence, 72 h | Potency, µM (titrated, usually from 46.1 µM), for inactives: top-dose activity change, negative = cytotoxic, hits mostly cytotoxic | hit rate 1.4% among 400,000; further: potency means the concentration at half of the fitted maximal effect; on the % scale 0 is the no-effect control and ±100 the full control effect; nearly all actives have a fitted effect of over 60% in size
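Luminescent ATP read-out (CellTiter-Glo) measures survival of drug-naive KB-3-1 cells after 72 h compound exposure at 37 °C. Titration series was screened from lowest to highest concentration, with DMSO vehicle plates as background controls.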
MCF10A rereplic: A quantitative high throughput screen for small molecules that induce DNA re-replication in MCF 10a normal breast cells. MCF 10A DNA re-replication, Hoechst nuclear intensity, 48 h. hit rate 2.9% among 350,000. Potency, µM (doses to about 46.1 µM), inactives show at the highest dose activity, positive = re-replication, actives largely listed as activators; further: potency means the concentration at half of the fitted maximal effect; % of control where 0% means no effect; nearly all actives have a fitted effect of over 50% in size
IL-1B inflam inh: qHTS for Inhibitors of Inflammasome Signaling: IL-1-beta AlphaLISA Primary Screen | THP-1 LPS/ATP IL-1B secretion, AlphaLISA, 16 h; stronger effect = lower value | activity change, % at 57.5 µM | hit rate 4.7% among 360,000 | AID 743279, 2014; in the data active means activity change below about -50%; inconclusive means mostly about -30% to -49%; further: on the % scale 0 is the no-effect control and ±100 the full control effect
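Secreted IL-1B measured by AlphaLISA bead assay after 16 h compound exposure of THP-1 cells; compounds (final up to 57.5 uM) added 1 h before LPS (250 ng/mL) and ATP (1.25 mM) stimulation; lower signal means less secretion.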
Active calls of the source: *; i = inactive; u = inconclusive; x = no result given; [ ] = dose if it differs, or a comment. Unless noted, the call rests on the fitted dose curve; in most records, active means well fitted curve in the direction sought with a large enough effect; inconclusive means small, poorly fitted or top-dose-only effect, or another doubt; inactive means no such curve, though single readings can be large; an effect the other way counts as inactive or inconclusive.

Results follow in this order: ATXN viability	HT1080 IDH1KD tx	SW480 rereplic	ATXN2 expr inh	HT1080-NT tox	HepG2 viability	KB-3-1 cytotox	MCF10A rereplic	IL-1B inflam inh
Cc1cccc(C)c1NC(=O)CCCSc1nnc(-c2ccc(F)cc2)n1-c1ccccc1
    i	1%	2%	-5%	6%	-37%	16µM*	u	-19
Cc1ccc(NS(=O)(=O)c2cn(C)c(=O)n(C)c2=O)c(C)c1
    i	0%	-11%	-3%	-15%	0%	13%	-5%	-19
CC(NCc1ccc(S(N)(=O)=O)cc1)C(=O)Nc1cccc(Cl)c1 (stereo unspecified)
    u	1%	-17%	x	0%	15%	-12%	-1%	-7
CCCN(CCC)C(=O)C1CCC(CNS(=O)(=O)c2cccc3nsnc23)CC1 (stereo unspecified)
    i	2%	2%	5%	-2%	0%	-10%	-1%	-5
Cc1cccc(NC(=O)C2CCCN(S(=O)(=O)c3ccc4[nH]c(=O)ccc4c3)C2)c1 (stereo unspecified)
    i	-11%	-11%	3%	-16%	-2%	2%	0%	-25
Cc1cc(C(=O)NC2CC(C)(C)Cc3c2cnn3-c2ccc(F)cc2)nn1C (stereo unspecified)
    i	0%	6%	3%	-2%	-6%	-19%	3%	29
COc1cccc2cc(C(=O)C3=C(O)C(=O)N(CCN(C)C)C3c3ccc(Cl)cc3)oc12 (stereo unspecified)
    x	11%	-9%	-14%	2%	-23%	1%	3%	x
CC(=O)Nc1nc(-c2ccc3ccccc3c2)cs1
    i	14%	-4%	43%[activator]	19%	-1%	-6%	-10%	-4
CCOc1ccc(CN2CCN(Cc3c[nH]c4ccccc34)CC2)cc1
    i	-30%	23%	-31%	u	-38%	-3%	u	-16
Cc1ccc(Cl)cc1N1CCN(Cc2nnnn2C2CCCCC2)CC1
    i	4%	6%	-22%	8%	13%	u	u	-22
O=Cc1ccc(OCc2cn3ccccc3n2)cc1
    i	-4%	-55%[inhibitor]	x	0%	0%	0%	-28%	-6
CCn1nnc(NC(=O)c2cccc(-c3cc4ccccc4oc3=O)c2)n1
    i	-1%	-1%	7%	-1%	-34%	3%	11%	-4
CCN(CC)c1ccc(NC(=O)c2cc(C)nc3c2c(C)nn3-c2ccc(C)cc2)c(C)c1
    i	x	x	-5%	x	5%	-6%	x	x
COC(=O)C(C)Sc1nnc(-c2ccncc2)o1 (stereo unspecified)
    i	2%	-21%	5%	11%	-2%	19%	3%	20
CCOC(=O)Nc1nnc(CCc2ccccc2)s1
    i	5%	-1%	17%	10%	-21%	0%	13%	2
Cc1ccccc1CS(=O)(=O)c1ccc(C(=O)N2CCOCC2)cc1[N+](=O)[O-]
    i	1%	-12%	x	0%	-55%	u	-4%	-88*
CCCc1nnc(NC(=O)c2c(O)c3cccc4c3n(c2=O)CC4)s1
    u	u	0%	7%	-6%	3%	u	7%	6
Cc1cccc2cc3c(NC(=O)C(C)C)nn(C)c3nc12
    i	5%	u	-14%	7%	25%	17%	u	28
Cc1ccc(S(=O)(=O)N2CCCN(C(C)c3nc4ccccc4c(=O)[nH]3)CC2)cc1 (stereo unspecified)
    i	-1%	-13%	x	-1%	-41%	-1%	-1%	-17
Cc1cc(C)nc(NS(=O)(=O)c2cccs2)c1
    i	18%	-74%[inhibitor]	-8%	11%	16%	7%	-4%	-1
c1ccc(-c2ncc(CN3CCN(c4ccccn4)CC3)[nH]2)cc1
    x	7%	-26%	x	-7%	-30%	0%	8%	-18
CC(=O)N1CCN(C(=O)CSc2cc(C)c(Br)cc2C)CC1
    i	-6%	-4%	-3%	-6%	-68%	1%	1%	0
CCCCSCCCNC(=O)C1CCN(Cc2nc(-c3ccc(CC)cc3)oc2C)CC1
    u	x	x	3%	x	-28%	-12%	x	x
Cc1nc2c3ccccc3nc(SCC(=O)c3ccc(Cl)cc3)n2n1
    i	19%	-90%[inhibitor]	-17%	10%	-1%	4%	u	2
Cc1ccnc(NC(c2ccccc2)c2ccc3cccnc3c2O)c1 (stereo unspecified)
    i	u	u	u	u	-10%	u	u	99
O=C(NCc1cccc(Cl)c1)c1cc(=O)[nH]c2ccccc12
    i	-11%	-6%	0%	3%	3%	3%	-25%	12
CCOC(=O)c1sc(NC(=O)COc2ccccc2Cl)c(C(=O)OCC)c1C
    i	x	x	13%	x	-3%	-3%	x	x
COc1cc(NC(=O)c2ccccc2)c(OC)cc1NC(=O)Cc1ccc(Br)cc1
    i	-2%	u	-12%	1%	-9%	-1%	12µM*	-17
CC1(C)CC2CN(C(=O)Cc3ccccc3)C(C)(C2)C1 (stereo unspecified)
    i	-1%	u	x	2%	-14%	-2%	0%	-2
CCCN(CCO)Cc1ccc(Br)cc1
    i	-1%	-3%	0%	10%	-2%	-6%	-4%	-2
Cn1nc(C(C)(C)C)cc1NC(=O)C1(C)CCN1C(=O)CC(c1ccccc1)c1ccccc1 (stereo unspecified)
    u	-6%	x	-15%	6%	-25%	0%	x	-20
Cc1cc(C)nc(SCCC(=O)Nc2ccccc2C)n1
    i	16%	-8%	-3%	21%	-4%	5%	-2%	-4
COc1ccc(-n2cc(-c3ccccc3)[nH]c2=S)cc1
    i	-1%	-7%	47%[activator]	-2%	-8%	13%	-1%	3
O=C(Nc1ccc(C(=O)N2CCN(c3ccccc3F)CC2)cc1)C1=CSCCO1
    i	-3%	u	x	-3%	-9%	u	-3%	-8
COc1ccc(C(=O)COC(=O)c2ccc(OC)c(OC)c2)cc1OC
    i	2%	3%[9.22 µM]	-6%	14%	-15%	-7%	17%	-24
CC1c2nc3ccccc3n2C(CC(=O)NCc2ccccn2)C(=O)N1Cc1ccccc1 (stereo unspecified)
    i	-13%	0%	-1%	-2%	-37%	12%	5%	-8
CCCCCn1c(CN2CCN(c3cc(Cl)ccc3C)CC2)nc2c1c(=O)[nH]c(=O)n2C
    i	0%	2%	-32%	13%	5%	u	u	u
O=C(COC(=O)c1cnccn1)c1ccc(-c2ccccc2)cc1
    i	-1%	3%	3%	3%	-5%	-5%	-3%	10
CCc1cc2c(C)ccc(C)c2nc1SCC(=O)Nc1c(C)[nH]c(=O)[nH]c1=O
    u	-10%	-2%	u	-9%	-3%	u	5%	-5
COC(=O)c1cc(CNC(=O)CC(C)c2ccccc2)ccc1OC (stereo unspecified)
    i	14%	-11%	-7%	24%	-24%	13%	11%	20
O=C(Nc1ccc(F)cc1)Nc1nnc(-c2ccccc2)o1
    i	-3%	-3%	4%	14%	-5%	10%	-6%	-4
Cc1ccc(N2CCN(C(=O)Nc3cn(CC(C)C)c(=O)c4ccccc34)CC2)c(C)c1
    i	x	x	2%	x	-41%	-8%	x	x
O=C(O)c1c[nH]c2ccc([N+](=O)[O-])cc2c1=O
    i	-10%	-2%	6%	14%	9%	25%	-15%	0
COc1ccccc1-c1c(C)[nH]n2c(=O)c(Cc3ccccc3)c(C)nc12
    i	2%	-5%	-28%	1%	4%	-7%	-2%	0
CCc1nc2c(OCCn3cccc3)cccn2c1N(C=O)Cc1ccccc1
    i	0%	x	-2%	21%	-21%	0%	x	8
Cc1cccc(NS(=O)(=O)c2ccc3c(c2)CCN3C(=O)C2CC2)c1C
    u	x	x	-25%	x	-5%	11%	x	x
O=C(Nc1ccc(C(=O)O)cc1)Nc1ccc(F)cc1F
    i	0%	-2%	8%	-12%	-9%	1%	0%	18
O=c1ccnc(SCc2ccccc2Cl)[nH]1
    i	-2%	-10%	9%	-1%	0%	-1%	-1%	5
CCOC(=O)c1ccc(NC(=O)c2c(C)nn(-c3ccc(F)cc3)c2-n2cccc2)cc1
    i	x	x	6%	x	-13%	3%	x	x
COc1ccccc1NC(=O)CSc1nnc(NC(=O)c2ccco2)s1
    i	0%	-12%	9%	7%	8%	-7%	-4%	0
Cc1ccc(-c2ccccc2NC(=O)CCl)o1
    i	1%[9.24 µM]	11%	-7%	0%	-6%	4%	u	-59*
COC(=O)c1ccc(NS(=O)(=O)c2ccc(S(=O)(=O)N3CCOCC3)cc2)cc1
    i	4%	14%	7%	0%	3%	x	-27%	-2
CCC1CC(CSC(=N)N)OC1=O (stereo unspecified)
    i	-12%	-1%	-7%	-2%	-6%	-8%	11%	u
Cn1c2ccccc2c2cnn(CC(=O)Nc3ccccc3C(F)(F)F)c(=O)c21
    i	x	x	0%	x	-5%	1%	x	x
COP(=O)(OC)c1ccc(NCc2cc(O)ccc2O)cc1
    i	0%	u	9%	-1%	8%	0%	u	0
c1ccc(CSc2ccc(-c3ccccn3)nn2)cc1
    i	u	3%	-34%	-29%	4%	u	u	139
COc1cccc(C(=O)CC(C(=O)O)c2ccc(Cl)cc2)c1 (stereo unspecified)
    i	6%	-3%	18%	1%	-8%	16%	-4%	0
COC(=O)C(NC(C)=O)(Nc1nc2c(s1)CCCC2)C(F)(F)F (stereo unspecified)
    i	9%	-4%	-14%	11%	-32%	12%	-2%	18

Single records, from the list above:
`Cc1cccc(NS(=O)(=O)c2ccc3c(c2)CCN3C(=O)C2CC2)c1C` is entered as ATXN viability: u; HT1080 IDH1KD tx: x; SW480 rereplic: x; ATXN2 expr inh: -25%; HT1080-NT tox: x; HepG2 viability: -5%; KB-3-1 cytotox: 11%; MCF10A rereplic: x; IL-1B inflam inh: x
`COP(=O)(OC)c1ccc(NCc2cc(O)ccc2O)cc1` is entered as ATXN viability: i; HT1080 IDH1KD tx: 0%; SW480 rereplic: u; ATXN2 expr inh: 9%; HT1080-NT tox: -1%; HepG2 viability: 8%; KB-3-1 cytotox: 0%; MCF10A rereplic: u; IL-1B inflam inh: 0

From PubChem
